Bioassay records from PubChem BioAssay.
FAS TE block: inhibitors of human fatty acid synthase thioesterase domain; P49327; recombinant FAS-TE, OMFH fluorogenic substrate, fluorescence endpoint; inhibition, % at 15 µM; 360,000 compounds, 0.67% hits; AID 602261;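 active = compounds whose normalised, plate-corrected inhibition of enzyme fluorescence in the single-dose primary screen is 50% or more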;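 note: 0% = DMSO with enzyme and 100% = substrate without enzyme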
E coli Lon inh: E. coli protease La inhibition; P0A9M0; purified E. coli Lon protease, fluorescence polarization; inhibition, % at 7.94 µM; 360,000 compounds, 0.42% hits; in the data active = inhibition above about 13%, passing the limit was not always enough;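 note: 0% = enzyme with probe and DMSO and 100% = no enzyme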
MsrA act: bovine methionine sulfoxide reductase A activation; purified bovine MsrA, absorbance read-out; activation, % at 10.6 µM; 360,000 compounds, 0.3% hits; AID 602163; in the data active = activation above about 7.5%;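 note: 0% = vehicle and 100% = reference activator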
Neddyl block: cullin neddylation inhibition; P61081+Q13564; TR-FRET cullin neddylation, biochemical; calls only at 25 µM; 360,000 compounds, 0.58% hits; AID 651699; in the data active = inhibition above about 36%
Rin1-Abl PPI inh: human Rin1-Abl interaction inhibition; P00519+Q13671; TR-FRET Rin1/Abl binding, biochemical; inhibition, % at 7.35 µM; 360,000 compounds, 0.4% hits; in the data active = inhibition above about 5%, passing the limit was not always enough
Target sequence (P00519 whole entry, looked up): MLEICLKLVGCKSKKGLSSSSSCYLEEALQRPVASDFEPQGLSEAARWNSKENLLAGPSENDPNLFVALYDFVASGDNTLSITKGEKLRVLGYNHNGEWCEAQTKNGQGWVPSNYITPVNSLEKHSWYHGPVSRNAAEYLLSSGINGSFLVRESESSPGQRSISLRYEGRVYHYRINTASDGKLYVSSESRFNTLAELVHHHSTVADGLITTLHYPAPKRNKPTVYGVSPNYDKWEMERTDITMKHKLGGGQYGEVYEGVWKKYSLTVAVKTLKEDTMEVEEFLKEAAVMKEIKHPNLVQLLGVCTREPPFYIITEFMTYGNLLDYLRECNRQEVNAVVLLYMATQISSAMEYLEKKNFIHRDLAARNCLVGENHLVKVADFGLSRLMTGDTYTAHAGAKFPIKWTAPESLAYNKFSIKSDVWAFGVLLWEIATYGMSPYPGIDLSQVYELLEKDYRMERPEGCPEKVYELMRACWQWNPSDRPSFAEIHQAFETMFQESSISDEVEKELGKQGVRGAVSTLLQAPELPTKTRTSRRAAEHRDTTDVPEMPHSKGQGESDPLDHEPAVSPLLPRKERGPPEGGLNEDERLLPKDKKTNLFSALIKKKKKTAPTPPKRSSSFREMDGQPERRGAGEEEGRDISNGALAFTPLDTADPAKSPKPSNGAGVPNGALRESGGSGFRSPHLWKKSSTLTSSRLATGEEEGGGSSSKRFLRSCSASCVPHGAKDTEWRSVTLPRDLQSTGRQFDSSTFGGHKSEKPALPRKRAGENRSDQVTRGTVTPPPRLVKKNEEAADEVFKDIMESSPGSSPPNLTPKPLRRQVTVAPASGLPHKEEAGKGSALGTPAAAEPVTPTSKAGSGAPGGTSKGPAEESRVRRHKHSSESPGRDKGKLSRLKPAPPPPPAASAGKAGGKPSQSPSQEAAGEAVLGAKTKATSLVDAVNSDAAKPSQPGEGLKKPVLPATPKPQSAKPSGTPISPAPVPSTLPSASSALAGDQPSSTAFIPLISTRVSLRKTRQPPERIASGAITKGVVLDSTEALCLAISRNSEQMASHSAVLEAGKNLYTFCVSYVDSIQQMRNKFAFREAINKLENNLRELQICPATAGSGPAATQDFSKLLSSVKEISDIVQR
Target sequence (Q13671 whole entry, looked up): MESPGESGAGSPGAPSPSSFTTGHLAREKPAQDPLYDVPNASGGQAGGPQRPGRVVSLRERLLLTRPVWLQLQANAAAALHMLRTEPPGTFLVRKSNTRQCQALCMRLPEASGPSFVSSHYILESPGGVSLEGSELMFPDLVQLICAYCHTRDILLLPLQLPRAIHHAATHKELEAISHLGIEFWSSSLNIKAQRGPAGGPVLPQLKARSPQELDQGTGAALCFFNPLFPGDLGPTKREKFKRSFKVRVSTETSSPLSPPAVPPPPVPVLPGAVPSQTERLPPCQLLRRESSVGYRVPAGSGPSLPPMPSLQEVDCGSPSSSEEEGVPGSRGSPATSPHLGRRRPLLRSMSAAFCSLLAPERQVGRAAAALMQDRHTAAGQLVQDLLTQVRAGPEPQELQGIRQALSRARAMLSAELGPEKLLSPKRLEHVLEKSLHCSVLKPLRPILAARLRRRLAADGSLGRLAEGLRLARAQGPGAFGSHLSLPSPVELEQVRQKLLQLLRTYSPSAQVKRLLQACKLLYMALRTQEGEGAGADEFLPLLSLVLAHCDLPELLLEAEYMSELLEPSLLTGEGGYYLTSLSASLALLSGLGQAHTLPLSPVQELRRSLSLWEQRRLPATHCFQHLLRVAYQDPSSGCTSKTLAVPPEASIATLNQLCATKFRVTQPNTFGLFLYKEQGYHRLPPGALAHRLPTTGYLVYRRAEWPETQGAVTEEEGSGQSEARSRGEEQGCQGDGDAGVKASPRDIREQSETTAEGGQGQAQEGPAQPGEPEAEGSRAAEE
MsrA inhibitor: bovine MsrA inhibition; purified bovine MsrA, absorbance read-out; inhibition, % at 15.5 µM; 360,000 compounds, 0.75% hits; in the data active = inhibition above about 4.5%;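 note: 0% = vehicle wells with enzyme and 100% = reference inhibitor wells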
SKN-1 inh: inhibitors of C. elegans SKN-1. 360,000 compounds, 0.49% hits. inhibition, % at 21.8 µM. C. elegans VP596 Pgst-4::GFP/RFP ratio, acrylamide-induced, 24 h. AID 624304;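 active = interference check ratio from 0.5 to 1.5 plus GFP to RFP signal ratio inhibition reaching or exceeding a fixed threshold, cut at about 30% in these data, passing the limit was not always enough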; note: some compounds called inactive have numbers as strong as hits
CendR NRP1 mod: alters CendR peptide binding to human NRP-1; 360,000 compounds, 0.85% hits; AID 602438; inhibition, % at 25 µM; FAM-RPARPAR peptide binding to NRP-1, fluorescence polarization;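 active = inhibition or corrected inhibition above about 18%, plus a signal ratio from 0.5 to 1.5, limit read from the data, passing the limit was not always enough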; note: strong numbers were not always called active
MT1-MMP act inh: MT1-MMP (human) activation inhibition; P50281; HT1080 RFP-PRO-GFP cells, GFP/RFP ratio fluorescence, overnight; percent of plate control window, DMSO zero; GFP/RFP ratio change, % at 20 µM; 360,000 compounds, 0.061% hits; AID 651647;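 active = GFP/RFP ratio change of at least 30% with cell ATP level not reduced by more than half and red fluorescence within 50% of control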; note: strong numbers were not always called active
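Read-out: GFP/RFP fluorescence ratio; Test system: RFP-PRO-GFP reporter HT1080 cells; Compound dosing: single-point 20 µM compound, 1% DMSO; Times: overnight compound exposure at 37 °C.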
Active calls of the source: *; i = inactive; . = no result given. Not a hit list, and some 4.2% of all compounds hit somewhere here.

Letter code – A = FAS TE block; B = E coli Lon inh; C = MsrA act; D = Neddyl block; E = Rin1-Abl PPI inh; F = MsrA inhibitor; G = SKN-1 inh; H = CendR NRP1 mod; I = MT1-MMP act inh
SMILES: C=CCOc1ccccc1CN1CCC(Oc2ccc(C(=O)N3CCCC3)cc2)CC1
  A: -10 | B: -4 | C: -7 | D: i | E: 7 | F: -1.5 | G: -12 | H: 4 | I: 1
SMILES: O=C(CCCN1C(=O)c2ccccc2C1=O)NCc1ccc(F)cc1
  A: -5 | B: -7 | C: 1 | D: i | E: 0 | F: 0.1 | G: 10 | H: -7 | I: 3
SMILES: CCOCCCN(C(=O)c1snc(C(N)=O)c1N)C(C(=O)NCCC(C)C)c1ccc(F)cc1 (configuration not stated)
  A: 1 | B: 1 | C: -5 | D: i | E: 0 | F: 0.2 | G: -1 | H: -2 | I: 4
SMILES: CCc1ccc(NC(=O)C2CC=CCC2C(=O)O)cc1 (configuration not stated)
  A: -5 | B: 12 | C: -1 | D: i | E: 1 | F: -0.2 | G: 21 | H: 1 | I: -3
SMILES: O=C1C(Nc2cccc(O)c2)=C(N2CCCCC2)C(=O)c2ccccc21
  A: -4 | B: 29 | C: -7 | D: i | E: -1 | F: 14* | G: 3 | H: 10 | I: -24
SMILES: Cc1ccc(F)cc1NC(=O)N1c2ccccc2NC(=O)CC1C (configuration not stated)
  A: -5 | B: 8 | C: -5 | D: i | E: -2 | F: -0.5 | G: -20 | H: 8 | I: -2
SMILES: COc1cc(-c2nc3cnccn3c2Nc2ccc(C)cc2)ccc1O
  A: -1 | B: -8 | C: 7 | D: . | E: -3 | F: 0.5 | G: 12 | H: 0 | I: 29
SMILES: COc1ccccc1C(=O)Nc1ccnn1C1CCN(Cc2ncc[nH]2)CC1
  A: -5 | B: -1 | C: -3 | D: i | E: 4 | F: -0.4 | G: -2 | H: -2 | I: -5
SMILES: CCc1nc2sccc2c(=O)[nH]1
  A: -6 | B: 2 | C: -2 | D: i | E: 0 | F: 1.7 | G: 12 | H: -5 | I: 0
SMILES: Cc1nn(C(C)c2n[nH]c(=S)n2-c2ccc(F)cc2)c(C)c1[N+](=O)[O-] (configuration not stated)
  A: -14 | B: 1 | C: -10 | D: i | E: -1 | F: -0.2 | G: 8 | H: 17 | I: 1

Another view of some results above.
SMILES	FAS TE block	E coli Lon inh	MsrA act	Neddyl block	Rin1-Abl PPI inh	MsrA inhibitor	SKN-1 inh	CendR NRP1 mod	MT1-MMP act inh
C=CCOc1ccccc1CN1CCC(Oc2ccc(C(=O)N3CCCC3)cc2)CC1	-10	-4	-7	i	7	-1.5	-12	4	1
O=C(CCCN1C(=O)c2ccccc2C1=O)NCc1ccc(F)cc1	-5	-7	1	i	0	0.1	10	-7	3
CCOCCCN(C(=O)c1snc(C(N)=O)c1N)C(C(=O)NCCC(C)C)c1ccc(F)cc1 (configuration not stated)	1	1	-5	i	0	0.2	-1	-2	4
CCc1ccc(NC(=O)C2CC=CCC2C(=O)O)cc1 (configuration not stated)	-5	12	-1	i	1	-0.2	21	1	-3
O=C1C(Nc2cccc(O)c2)=C(N2CCCCC2)C(=O)c2ccccc21	-4	29	-7	i	-1	14*	3	10	-24
Cc1ccc(F)cc1NC(=O)N1c2ccccc2NC(=O)CC1C (configuration not stated)	-5	8	-5	i	-2	-0.5	-20	8	-2
COc1cc(-c2nc3cnccn3c2Nc2ccc(C)cc2)ccc1O	-1	-8	7	.	-3	0.5	12	0	29
COc1ccccc1C(=O)Nc1ccnn1C1CCN(Cc2ncc[nH]2)CC1	-5	-1	-3	i	4	-0.4	-2	-2	-5
CCc1nc2sccc2c(=O)[nH]1	-6	2	-2	i	0	1.7	12	-5	0

Continuation:
Letter code – A = FAS TE block; B = E coli Lon inh; C = MsrA act; D = Neddyl block; E = Rin1-Abl PPI inh; F = MsrA inhibitor; G = SKN-1 inh; H = CendR NRP1 mod; I = MT1-MMP act inh
SMILES: CCn1c(SCC(=O)N2CCCCC2)nc2c(c1=O)SC(C)C2 (configuration not stated)
  A: -8 | B: -10 | C: -3 | D: i | E: 1 | F: 0.9 | G: 2 | H: -11 | I: 1
SMILES: CCC1C(c2ccccc2)=CCC(C(=O)O)C1C (configuration not stated)
  A: -8 | B: -7 | C: -13 | D: i | E: -2 | F: -0.8 | G: -10 | H: -10 | I: .
SMILES: CCCCCCNC(=O)O[C@]12C[C@@H](C(=O)OC)[C@@H](C(=O)OC)C[C@@]1(O)CN(S(=O)(=O)c1ccc(C)cc1)C2
  A: 10 | B: -6 | C: 0 | D: i | E: -1 | F: 0.0 | G: 4 | H: -9 | I: -3
SMILES: N#Cc1ccc(C(=O)CSc2nnc(-c3ccc(C(F)(F)F)cn3)s2)cc1
  A: -2 | B: -2 | C: -1 | D: i | E: -5 | F: -0.4 | G: -6 | H: 0 | I: 0
SMILES: COC(=O)C(C)Sc1n[nH]c(=S)s1 (configuration not stated)
  A: -3 | B: 6 | C: -1 | D: i | E: -4 | F: 0.3 | G: -1 | H: -11 | I: 1
SMILES: COc1cc(OC)c2c(-c3cccc(-c4ccc(F)c(Cl)c4)c3)cc(=O)oc2c1
  A: 17 | B: -3 | C: 0 | D: i | E: 0 | F: 2.3 | G: 7 | H: -9 | I: -10
SMILES: COC(=O)C1CC(=O)N(c2ccc(OCc3ccccc3Cl)cc2)C1 (configuration not stated)
  A: 2 | B: -4 | C: -4 | D: i | E: -2 | F: -0.6 | G: -2 | H: -6 | I: 5
SMILES: CC(/C=C/c1ccccc1)=N\Nc1nc(-c2ccccc2)cs1
  A: 26 | B: -15 | C: -3 | D: i | E: 0 | F: 1.7 | G: 17 | H: -2 | I: 2
SMILES: CCc1nc2ccc(C(=O)Nc3cccc(OCC(=O)N(C)C)c3)cn2c1N(C)C(=O)c1ccncc1
  A: -2 | B: -9 | C: -1 | D: i | E: 1 | F: 0.4 | G: 1 | H: -2 | I: 1
SMILES: O=C(O)c1ccc(CSc2nc3ccc(N4C(=O)C5C6C=CC(C6)C5C4=O)cc3s2)cc1 (configuration not stated)
  A: -8 | B: -14 | C: -3 | D: i | E: 2 | F: -0.4 | G: -4 | H: 2 | I: 3
SMILES: O=c1c2ccccc2oc2c1ccc1ccccc12
  A: 8 | B: -4 | C: -1 | D: i | E: -3 | F: . | G: 27 | H: -2 | I: -2
SMILES: Cc1c(C(=O)O)cccc1-c1ccc(/C=N/Nc2ccc(Br)cc2)o1
  A: 14 | B: -8 | C: -7 | D: . | E: 2 | F: 2.3 | G: 5 | H: -9 | I: 2
SMILES: CCOc1ccc(Cl)cc1-c1cc(C(=O)NCc2cccc(C(F)(F)F)c2)[nH]n1
  A: 37 | B: -6 | C: -1 | D: i | E: -2 | F: 0.1 | G: -8 | H: -2 | I: 2
SMILES: O=C(N/N=C/c1ccsc1)c1ccc2ccccc2n1
  A: -4 | B: 3 | C: -3 | D: i | E: 6 | F: 1.7 | G: 20 | H: 5 | I: 4
SMILES: O=C(c1ccc(COc2ccccc2[N+](=O)[O-])o1)N1CCCCCC1
  A: 1 | B: -5 | C: -3 | D: i | E: 0 | F: -0.2 | G: -3 | H: 5 | I: -1
SMILES: CN(CC(=O)Nc1ccc(F)cc1)C(=O)CN1C(=O)c2cccc([N+](=O)[O-])c2C1=O
  A: 6 | B: -13 | C: -3 | D: i | E: -2 | F: 1.3 | G: 0 | H: 5 | I: 0
SMILES: Cc1ccc2nc(Nc3ncc4c(n3)CC(C)(C)CC4=O)nc(C)c2c1
  A: -3 | B: 7 | C: -2 | D: i | E: 2 | F: 0.4 | G: 28 | H: -29 | I: 4
SMILES: O=C1COc2ccc(C(=O)COC(=O)c3cc(S(=O)(=O)N4CCOCC4)ccc3F)cc2N1
  A: 2 | B: -5 | C: -4 | D: i | E: 1 | F: 0.6 | G: 0 | H: 6 | I: -3
